SK-BR-3 tox 24h = SK-BR-3 proliferation inhibitors; SK-BR-3 viability, CellTiter-Glo ATP luminescence, 24 h; active compounds read low; viability, % at 10 µM; 41,000 compounds, 0.47% hits;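 active = viability at or below the median of all test compounds minus 3 SD, in both replicates if run twice, cut at about 45% in these data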;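 also: 100% = median untreated cell wells and 0% = median positive control drug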
An asterisk follows results filed as active. Only part of the results is shown; count on the stated rates, not on these rows.

SMILES	SK-BR-3 tox 24h
O=C(CSc1nc(-c2ccc(F)cc2)cc(C(F)(F)F)n1)NCCN1CCOCC1	80
O=C(NC1CCCCC1)C1CCN(C(=O)NCc2ccccc2)CC1	109
Cc1nn(CC(=O)Nc2cccnc2N2CCOCC2)c(=O)c2ccccc12	74
COc1ccc(/C=N/n2cncn2)cc1CSc1ccccn1	114
COc1ccc(NCc2nnc(SCC(=O)N3CCCc4ccccc43)n2C)cc1	65
O=C(CCSCCC(=O)NCCN1CCOCC1)NCCN1CCOCC1	103
CSc1nc2[nH]c3c(c2c2nnnn12)CCCC3	92
CN(C)S(=O)(=O)c1cccc(C(=O)Nc2cccnc2)c1	76
Cc1noc(C)c1S(=O)(=O)N(CC(=O)O)c1ccc2c(c1)OCO2	85
O=C(CSCCO)Nc1cccc(C(F)(F)F)c1	85
COc1ccc(C2C(C#N)=C(N)Oc3n[nH]c(C)c32)cc1CN1CCN(c2ccc(F)cc2)CC1 (stereo not given)	67
Cc1ccc(-c2nnn(CC(=O)Nc3ccc(S(=O)(=O)N4CCC(C)CC4)cc3)n2)cc1	81
COc1cccc(-c2nnc(N(C)C(=O)C3CCOC3)s2)c1 (stereo not given)	104
CCc1ccc2nc(NC3=NCN(CCN4CCOCC4)CN3)nc(C)c2c1	78
Cc1ccc(S(=O)(=O)N2CCCC2CO)cc1 (stereo not given)	98
CCCCCCn1c(N2CCN(c3ccccc3)CC2)nc2c1c(=O)n(C)c(=O)n2C	72
Cn1nnnc1SCC(=O)Nc1ccc(N2CCOCC2)cc1	104
CCCCCOc1ccc(C(=O)NC(C(=O)O)C(C)C)cc1 (stereo not given)	96
COc1ccc(-c2[nH]ncc2Oc2ccccc2OC)c(O)c1	109
CCOC(=O)c1ccc(NC(=O)Cn2nnc3ccccc32)cc1	130
COc1cccc(N2CCN(C(=O)c3cccnc3)CC2)c1	89
Clc1ccc(Cl)c2sc(N3CCCC3)nc12	109
Cc1ccc2cc(CN(CC3CCCO3)C(=O)NC3CCCCC3)c(=O)[nH]c2c1C (stereo not given)	60
CC1(C)CC(=O)C2=C(C1)OC(c1cccs1)C(C#N)=C2N (stereo not given)	135
O=C(CSc1ccc(Cl)cc1)NC1CCCC1	90
SMILES	SK-BR-3 tox 24h
Cc1cc(C)c2c(=O)n(-c3ccccc3)[nH]c2n1	85
CC1CCc2cc(F)ccc2N1C(=O)CN1C(=O)c2ccccc2C1=O (stereo not given)	102
CC(C)(C)c1cc(CNC2CS(=O)(=O)C[C@@H]2O)cc(C(C)(C)C)c1O (stereo not given in full)	92
CCc1nc2cc(Cl)c(Cl)cc2[nH]1	102
Cc1ccc2c(c1)N(CC(=O)N1CCN(c3nc4ccccc4s3)CC1)C(=O)C(C)O2 (stereo not given)	97
O=C1c2[nH]nc(-c3ccccc3O)c2C(c2ccccc2)N1Cc1ccco1 (stereo not given)	91
N#CC1=C(O)CCCn2c1nc1ccccc1c2=O	99
CCOC(=O)CSc1nc(N)c2c3c(sc2n1)CCCC3	95
NC(Cc1ccc2nonc2c1)C(=O)O (stereo not given)	84
COc1ccc2[nH]c(=S)[nH]c2c1	104
COc1cc(C)ccc1NC(=O)c1ccc(S(=O)(=O)N2CCOCC2)cc1	74
CCOc1cccc(-c2cc(=O)[nH][nH]2)c1	97
C=CCNC(=O)c1cc(=O)c2ccccc2o1	82
COC(=O)c1[nH]c(C)c(/C(O)=C2\C(=O)C(=O)N(CCN3CCOCC3)C2c2cccs2)c1C (stereo not given)	103
CSc1nc2sc3c(c2c(=O)n1C)CCC(C)C3 (stereo not given)	95
O=C(CSc1c2c(nc3ccc(Cl)cc13)CCCC2)N1CCN(C(=O)c2ccco2)CC1	97
CC(=O)C(C)Oc1ccc2c3c(c(=O)oc2c1C)CCCC3 (stereo not given)	77
C#CCSC1=C(C#N)C(c2cccs2)C(C(=O)OCC)=C(C)N1 (stereo not given)	88
O=C(Nc1cnn(Cc2ccccc2)c1)c1nc2ncccn2n1	108
Cc1ccc2c(c1)c1c3n2CCN=C3CCC1	90
CN(Cc1nnc(SCC(=O)NCCc2ccccc2)n1C)S(=O)(=O)c1ccccc1	92
N#CCCSc1nc(N2CCOCC2)c2c(c1C#N)CCCC2	80
Cc1sc(NC(=O)CN2CCN(c3ccccn3)CC2)c(C#N)c1C	85
Cc1nc2sc(C(c3cccc(F)c3)N3CC(C)OC(C)C3)c(O)n2n1 (stereo not given)	81
Cc1cc(NC(=O)CCCC(=O)NCc2cccs2)no1	106
SMILES	SK-BR-3 tox 24h
Cc1cccc(N(CC(=O)Nc2c(C)n(C)n(-c3ccccc3)c2=O)S(C)(=O)=O)c1	82
CS(=O)(=O)NCCSCc1ccccc1	92
CCn1c(SCC(=O)c2ccccc2)nc2c(c1=O)SC(C)C2 (stereo not given)	73
COCCN1C(=O)c2ccccc2C(C(=O)N2CCN(c3ccccn3)CC2)C1c1ccc(F)cc1 (stereo not given)	77
Cc1cc(NC(=O)Cc2cccs2)nn1CC(=O)NCc1ccco1	81
COc1ccc(C)cc1S(=O)(=O)N(C)CC(N)=O	90
CC(=O)Nc1nc(C)nc(-c2ccccc2)c1C(C)=O	88
COc1ccccc1N1CCN(C(=O)c2cnn3cccnc23)CC1	92
CCOC(=O)c1sc2c(c1C)C(c1cccs1)C1=C(CCCC1=O)N2 (stereo not given)	165
O=C(NCCc1ccccc1)c1ccc(Br)o1	79
Cc1cc(C(=O)OCC(=O)N2CC(C)CC(C)C2)c(C)o1 (stereo not given)	72
COc1cccc(NC(=O)c2ccncc2)c1	78
O=C(Nc1ccc(F)cc1)c1cc(S(=O)(=O)N2CCCCC2)cs1	95
O=C(CN1C(=O)c2ccccc2C1=O)NCc1ccccn1	92
O=C(Cn1nnc(-c2ccc(Cl)cc2)n1)NC1CCN(Cc2ccccc2)CC1	80
COCCOC(=O)C1=C(N)OC2=C(C(=O)CCC2)C1c1cccnc1 (stereo not given)	75
CN(C)C(=O)CN1C(=O)C2CC=C(Cl)CC2C1=O (stereo not given)	100
O=c1[nH]c(-c2cccnc2)nc2ccccc12	85
O=C(CN1CCN(C2CCCCC2)CC1)NCCC1=CCCCC1	83
c1ccc(SCc2nc3ccccc3[nH]2)nc1	84
COc1cccc(CNC(=O)CCCNS(=O)(=O)c2cccs2)c1	89
O=C(NCCC1=CCCCC1)c1ccc(Br)o1	92
Cc1cc(C)nc(N2CCCC(C(=O)NC3CCCC3)C2)n1 (stereo not given)	76
CCNS(=O)(=O)c1ccc(NC(=O)Nc2cccc(OC)c2)cc1	85
Clc1cc(Cl)c2nc(N3CCCC3)sc2c1	65

Some of the entries above, reformatted.
mol | SK-BR-3 tox 24h
COCCN1C(=O)c2ccccc2C(C(=O)N2CCN(c3ccccn3)CC2)C1c1ccc(F)cc1 (stereo not given) | 77
Cc1cc(NC(=O)Cc2cccs2)nn1CC(=O)NCc1ccco1 | 81
COc1ccc(C)cc1S(=O)(=O)N(C)CC(N)=O | 90
CC(=O)Nc1nc(C)nc(-c2ccccc2)c1C(C)=O | 88
COc1ccccc1N1CCN(C(=O)c2cnn3cccnc23)CC1 | 92
CCOC(=O)c1sc2c(c1C)C(c1cccs1)C1=C(CCCC1=O)N2 (stereo not given) | 165
O=C(NCCc1ccccc1)c1ccc(Br)o1 | 79
Cc1cc(C(=O)OCC(=O)N2CC(C)CC(C)C2)c(C)o1 (stereo not given) | 72
COc1cccc(NC(=O)c2ccncc2)c1 | 78
O=C(Nc1ccc(F)cc1)c1cc(S(=O)(=O)N2CCCCC2)cs1 | 95
O=C(CN1C(=O)c2ccccc2C1=O)NCc1ccccn1 | 92
O=C(Cn1nnc(-c2ccc(Cl)cc2)n1)NC1CCN(Cc2ccccc2)CC1 | 80
COCCOC(=O)C1=C(N)OC2=C(C(=O)CCC2)C1c1cccnc1 (stereo not given) | 75
CN(C)C(=O)CN1C(=O)C2CC=C(Cl)CC2C1=O (stereo not given) | 100
O=c1[nH]c(-c2cccnc2)nc2ccccc12 | 85
O=C(CN1CCN(C2CCCCC2)CC1)NCCC1=CCCCC1 | 83
c1ccc(SCc2nc3ccccc3[nH]2)nc1 | 84
COc1cccc(CNC(=O)CCCNS(=O)(=O)c2cccs2)c1 | 89
O=C(NCCC1=CCCCC1)c1ccc(Br)o1 | 92
Cc1cc(C)nc(N2CCCC(C(=O)NC3CCCC3)C2)n1 (stereo not given) | 76
CCNS(=O)(=O)c1ccc(NC(=O)Nc2cccc(OC)c2)cc1 | 85
Clc1cc(Cl)c2nc(N3CCCC3)sc2c1 | 65

Going on with the list.
SMILES	SK-BR-3 tox 24h
CC1Cn2c(nc3c2c(=O)[nH]c(=O)n3C)O1 (stereo not given)	91
Cc1nc2nc[nH]n2c(=O)c1CCC(C)C	96
COc1cc(-c2nc(S(=O)(=O)c3ccc(Cl)cc3)c(N3CCOCC3)o2)cc(OC)c1OC	107
Cc1c(C(O)CN2CCN(Cc3ccc4c(c3)OCO4)CC2)c2ccccc2n1C (stereo not given)	76
CCCC(C(=O)NC1CCCC1)N(CCCN1CCOCC1)C(=O)c1snc(C(N)=O)c1N (stereo not given)	73
Cc1ccc(CCN2CC(C(=O)NCCCN3CCOCC3)CC2=O)cc1 (stereo not given)	102
CCOc1ccccc1C(=O)N1CCC(n2nnc3cc(C)ccc32)CC1	85
COc1ccccc1N1C(=O)CC(Sc2ncccc2C(=O)O)C1=O (stereo not given)	87
CC(C)(C)N=C1NC(=NC(C)(C)C)c2ccccc21	54
CN(C)CCNC(=O)c1ccc(Cl)s1	97
O=C(CC1(O)C(=O)Nc2ccccc21)c1ccc2c(c1)OCO2 (stereo not given)	94
CCC(=O)N1CCc2cc(S(=O)(=O)NC(C(=O)NCc3ccc(C)cc3)C(C)C)ccc21 (stereo not given)	102
CCC(Sc1nc2ccccc2s1)C(=O)Nc1nnc(C)s1 (stereo not given)	87
COC(=O)/C=c1/sc2nc3ccccc3n2c1=O	125
Cn1c(SCC(=O)N2CCOCC2)nnc1-c1ccc(Cl)cc1Cl	84
CC(=O)N1CCN(C2c3cccc4cccc(c34)C2NS(=O)(=O)c2ccccc2)CC1 (stereo not given)	91
O=C(CN(C1CC1)S(=O)(=O)c1ccc(S(=O)(=O)NC2CCCCC2)cc1)Nc1ccccc1	137
COc1ccc(NC(=O)CCN2CCCCC2)cc1	84
COc1cc(NC(=O)Nc2cccc(C(C)=O)c2)cc(OC)c1OC	95
COc1ccc(OC)c(N(CC(=O)NCc2cccnc2)S(C)(=O)=O)c1	96
CCCCCNC(=O)C(C#N)c1nc2ccccc2nc1N1CC(C)OC(C)C1 (stereo not given)	83
CCOC(=O)CCSCC(=O)Nc1cc(C)on1	79
Cc1cc(C)nc(N2CCC(C(=O)NC3CCCc4ccccc43)CC2)n1 (stereo not given)	98
CCOC(=O)N1CCN(C(=O)CS(=O)(=O)c2cn(Cc3ccccc3C)c3ccccc23)CC1	84
Cc1ccc(C2C(C#N)=C(N)Oc3nc(-c4ccccc4)[nH]c32)o1 (stereo not given)	80
SMILES	SK-BR-3 tox 24h
O=C(c1cc2ccccc2oc1=O)N(Cc1ccco1)C1CCS(=O)(=O)C1 (stereo not given)	80
C=CCNc1nc(-c2c(C)nc3sccn23)cs1	92
COc1cccc(OC)c1-c1nn2c(-c3ccccc3Cl)nnc2s1	116
CCOC(=O)Cc1nnc(NC(=O)CC)s1	90
O=C(NC1CCCCC1)c1cc(-c2ccco2)on1	99
CCCCNC(=O)CCC(=O)Nc1ccc2nc(N3CCOCC3)cc(C)c2c1	74
O=C(O)c1cc(NCc2c(F)cccc2Cl)ccc1N1CCOCC1	80
Cc1cc(NC(=O)c2cnn3c(C(F)F)cc(-c4ccccc4)nc23)no1	63
CCOC(=O)CC1=C(C(=O)OCC)C(c2cc(OC)c(OC)cc2OC)C(C#N)=C(N)O1 (stereo not given)	93
N/C(CCCN1CCCCC1)=N/O	107
CCOC(=O)Nc1cc(C)ccc1OC	92
O=C(O)CCSc1nnnn1-c1ccccc1	85
COc1cc(S(=O)(=O)Nc2ncccc2C)c(OC)cc1Cl	84
CCN(CCCNC(=O)CCc1nc(-c2ccc(C)cc2)no1)c1cccc(C)c1	83
O=C1CC(SCc2nc3ccccc3[nH]2)C(=O)N1c1cccc(F)c1 (stereo not given)	91
COc1cc(S(=O)(=O)Nc2cccnc2)ccc1F	94
COc1ccc(NC(=O)C2C(=O)N(C)C3(C)CC2c2ccccc2O3)cc1 (stereo not given)	96
COc1ccc(C(=O)CSc2nccc(=O)[nH]2)cc1	94
CCCCCCC(C)n1[nH]c(=O)c2c(C)cc(=O)[nH]c21 (stereo not given)	109
COC(=O)C1C(=O)NC(SC)=C(C#N)C1c1ccccc1 (stereo not given)	91
COc1cc(C(N)=O)cc(Br)c1OC	109
Cc1ccc(S(=O)(=O)NCCCNC(=O)c2ccccc2)cc1	99
CCOC(=O)C1CSC(CC(=O)Nc2ccc(Cl)cc2)C(=O)N1 (stereo not given)	108
COc1ccc(N2C(=O)C3CCCN3C2c2ccc(F)cc2)cc1Cl (stereo not given)	79
COc1ccc(Cl)cc1C(=O)Nc1ccccc1N1CCN(C)CC1	79
SMILES	SK-BR-3 tox 24h
CC1Cc2ccccc2C(=O)N1 (stereo not given)	85
COc1ccc(S(=O)(=O)N(C)CC(=O)N2CCC(C(N)=O)CC2)cc1	112
O=S1(=O)CC(O)C(N2CCC(c3ccccc3)CC2)C1 (stereo not given)	80
O=C(COC(=O)c1ccc(S(=O)(=O)NCc2ccco2)cc1)Nc1ccccc1OC(F)F	108
COc1cc2c(=O)n(Cc3ccco3)c(=O)n(CC(=O)c3cccc(Br)c3)c2cc1OC	42*
CCOc1ccc2nc(S(N)(=O)=O)sc2c1	118
CCCN(CCC)S(=O)(=O)c1ccc(NS(C)(=O)=O)cc1	88
COc1cc(CNC2CCCC2)cc(OC)c1OC	100
O=C(c1ccccc1F)N1CCN(S(=O)(=O)c2ccc(S(=O)(=O)N3CCCCC3)cc2)CC1	111

High-throughput results deposited in PubChem BioAssay by SRMLSC.
